Screens: PubChem, Sanford-Burnham Center for Chemical Genomics
mouse EphA4 binding: EphA4 ligand-binding antagonists – biochemical, colorimetric, mouse EphA4, primary screen (AID 689). EphA4-AP binding to KYL peptide, pNPP A405; higher % means a stronger effect. one-dose inhibition, % at 10 µM; IC50 in µM for titrated hits. actives 0.1% (n = 62,000); in the data active means a potency from the dose series; inactive means the rest, 99 in 100 with inhibition below about 22%
An asterisk follows results filed as active. A portion of the library; count on the stated rates, not on these rows.

SMILES	mouse EphA4 binding
CC(=O)Nc1cccc(NC(=O)c2c(-c3c(Cl)cccc3Cl)noc2C)c1	-1%
CC1(C)CC(=O)C(CCCN2C(=O)c3ccccc3C2=O)C(=O)C1	-9%
FC(F)(F)c1ccc(N2CCOCC2)c(NC2=NCCCCC2)c1	2%
CCCc1nnc(NC(=O)CCC(=O)N2CCCCCC2)s1	-23%
O=C1/C(=C/C=C/c2ccccc2)SC(=S)N1c1cccc(C(F)(F)F)c1	3%
CCOc1ccc(C(=O)Nc2cc(OC)ccc2OC)cc1	-5%
COC(=O)COc1ccc(S(=O)(=O)N2CCc3ccccc3C2)cc1C	-7%
COc1ccc(NC(=O)C2=C(C)C(=O)OC23CCC(C)CC3)cc1Cl (stereo not drawn)	5%
CC(=O)Nc1ccc(S(=O)(=O)N2CCN(c3ccc(C)c(Cl)c3)CC2)cc1	20%
C=CCn1c(=O)[nH]c2cc(C(=O)N3CCN(c4cccc(Cl)c4)CC3)ccc2c1=O	-2%
Cc1ccc2oc(-c3ccccc3)c(C(=O)O)c(=O)c2c1	-2%
Cc1ccc2cc(CNC(C)C)c(=O)[nH]c2c1	-3%
COC(=O)CSc1cc(C(F)(F)F)nc(-c2ccccn2)n1	-8%
O=S(Cc1ccc(Br)cc1)Cc1nnc(SCc2ccc(Cl)cc2)n1-c1ccccc1 (stereo not drawn)	-4%
Cc1cccc(C2NS(=O)(=O)N=C2N)c1 (stereo not drawn)	-3%
Cc1cc(C(=O)CN2C(=O)NC(C)(c3cccc(Br)c3)C2=O)c(C)n1Cc1ccco1 (stereo not drawn)	-8%
CCOc1[nH]c(/N=C/c2ccco2)c(C#N)c1C#N	12%
CCC(=O)Nc1cccc(NC(=O)CN2CCN(c3ccccc3OC)CC2)c1	-15%
COc1ccc(CCN2C(=O)c3[nH]nc(-c4ccccc4O)c3C2c2ccccc2)cc1OC (stereo not drawn)	-7%
O=C1/C(=C\c2cccc(Br)c2)SC(=S)N1CC(=O)N1c2ccccc2Sc2ccccc21	-2%
CCn1nnnc1SCC(=O)NCc1cccs1	3%
Cc1cc(Cl)ccc1OC(=O)CCN1C(=O)c2ccccc2C1=O	-4%
COc1ccccc1NC(=O)Oc1ccc(NC(=O)c2ccco2)cc1	5%
Cc1cc(OCCOCCN(C)CCO)cc(C)c1Cl	-1%
c1ccc(-n2nc3c(ccc4cnnc43)[nH]2)cc1	6%

Later entries.
SMILES	mouse EphA4 binding
Cn1c(NCCCO)nc2ccccc21	-10%
Cc1ccc(C(=O)Oc2ccc(/C=C3\SC(=S)NC3=O)cc2)cc1	-7%
COC(=O)C1=C(C)N(C)C(C)=C(C(=O)OC)C1c1ccccc1	0%
CC(C)(C)NC(=O)COc1ccc(CNCc2cccs2)cc1	-14%
CCC1=NN2C(=N)/C(=C/c3cccc(OCc4ccccc4F)c3)C(=O)N=C2S1	18%
COc1ccc(O)c(C(=O)CC(=O)c2ccc(F)cc2)c1	-1%
Cc1nnc(NC(=O)c2cccc(Br)c2)s1	-2%
CCc1nnc(NC(=O)CSc2nc3cc4c(cc3cc2C)OCCO4)s1	-8%
Cc1nc(C)c(C(=O)C2=C(O)C(=O)N(CCCn3ccnc3)C2c2ccc(Cl)cc2)s1 (stereo not drawn)	-8%
COc1ccc(/C=c2/sc3n(c2=O)C(c2ccccc2OC)C2=C(N=3)c3ccccc3CC2)cc1O (stereo not drawn)	6%
Oc1c(C(c2ccco2)N2CCC3(CC2)OCCO3)sc2ncnn12 (stereo not drawn)	0%
c1ccc(-c2ccc(-n3ccnc3)cc2)cc1	-9%
COC(=O)c1c(N)c(C#N)c(C)n1-c1ccccc1	20%
Cc1ccc(S(=O)(=O)Cc2cn3cccnc3n2)cc1	-4%
Cc1cc(C(=O)CSc2nnc(-c3ccccc3)n2Cc2ccc3c(c2)OCO3)c(C)n1C	-12%
CCN(CC)S(=O)(=O)c1cc(C(=O)Nc2cc(Cl)ccc2N2CCN(C)CC2)ccc1Cl	-13%
COc1ccc(-n2nc(C(=O)NCC(=O)N3CCN(c4ccccn4)CC3)c3ccccc3c2=O)cc1	7%
COc1ccccc1N1CCN(C(=O)C(=O)N/N=C/c2cccc(O)c2)CC1	3%
CC(=O)Nc1cc(OC(C)=O)c2nonc2c1OC(C)=O	-8%
C/C(=N\N=C(/N)SC1CC(=O)N(c2ccc(Br)cc2)C1=O)c1cccs1 (stereo not drawn)	-19%
O=C(CNC(=O)c1ccco1)NCC(=O)OCc1ccc(C(=O)Oc2ccc(Cl)cc2)cc1	-5%
CCCOc1ccc(C(=O)Nc2ccc(I)cc2Cl)cc1	-5%
C=CCSc1nsc(N)n1	-15%
CC(C)COc1ccc(/C(O)=C2/C(=O)C(=O)N(CCN(C)C)C2c2ccncc2)cc1 (stereo not drawn)	-7%
CC(C)(C)NC(=O)CSc1nsc(SCC(=O)NC(C)(C)C)c1C#N	8%

Ordered by molecular weight (low to high): some entries from above
SMILES	mouse EphA4 binding
C=CCSc1nsc(N)n1	-15%
Cn1c(NCCCO)nc2ccccc21	-10%
c1ccc(-c2ccc(-n3ccnc3)cc2)cc1	-9%
COC(=O)c1c(N)c(C#N)c(C)n1-c1ccccc1	20%
Cc1ccc(S(=O)(=O)Cc2cn3cccnc3n2)cc1	-4%
COc1ccc(O)c(C(=O)CC(=O)c2ccc(F)cc2)c1	-1%
Cc1nnc(NC(=O)c2cccc(Br)c2)s1	-2%
COC(=O)C1=C(C)N(C)C(C)=C(C(=O)OC)C1c1ccccc1	0%
CC(C)(C)NC(=O)COc1ccc(CNCc2cccs2)cc1	-14%
Cc1ccc(C(=O)Oc2ccc(/C=C3\SC(=S)NC3=O)cc2)cc1	-7%
Oc1c(C(c2ccco2)N2CCC3(CC2)OCCO3)sc2ncnn12 (stereo not drawn)	0%
CCc1nnc(NC(=O)CSc2nc3cc4c(cc3cc2C)OCCO4)s1	-8%
CCC1=NN2C(=N)/C(=C/c3cccc(OCc4ccccc4F)c3)C(=O)N=C2S1	18%
CCCOc1ccc(C(=O)Nc2ccc(I)cc2Cl)cc1	-5%
C/C(=N\N=C(/N)SC1CC(=O)N(c2ccc(Br)cc2)C1=O)c1cccs1 (stereo not drawn)	-19%
Cc1nc(C)c(C(=O)C2=C(O)C(=O)N(CCCn3ccnc3)C2c2ccc(Cl)cc2)s1 (stereo not drawn)	-8%
Cc1cc(C(=O)CSc2nnc(-c3ccccc3)n2Cc2ccc3c(c2)OCO3)c(C)n1C	-12%
O=C(CNC(=O)c1ccco1)NCC(=O)OCc1ccc(C(=O)Oc2ccc(Cl)cc2)cc1	-5%
COc1ccc(/C=c2/sc3n(c2=O)C(c2ccccc2OC)C2=C(N=3)c3ccccc3CC2)cc1O (stereo not drawn)	6%

More entries
SMILES	mouse EphA4 binding
CCOC(=O)c1[nH]c(C)c(CN(CCc2ccccc2)S(C)(=O)=O)c1C	-20%
Cn1c(SCC(=O)NCC2CCCO2)nnc1-c1ccc(S(=O)(=O)N2CCCC2)cc1 (stereo not drawn)	-22%
Cc1ccc2nc(N3CCN(S(=O)(=O)c4ccc5c(c4)OCCO5)CC3)c(C#N)cc2c1	-4%
COc1cccc2cc(C(=O)Nc3ccc(I)cc3)c(=O)oc12	-8%
CC1(C)CC(=O)C(C=NCc2cccnc2)=C(O)C1	-9%
Cc1ccccc1NC(=O)c1ccc2c(c1)C(=O)N(CCC(C)C)C2=O	-6%
O=c1cc(O)c2c(=O)n(C3CCCCC3)c3ccccc3c2o1	-4%
CCOC(=O)C(CCCOc1cccc(OC)c1)C(=O)OCC	13%
O=C(CSc1nc2ccccc2[nH]1)Nc1cc(Cl)ccc1Cl	-10%
Cc1cc(/C=C2\C(=O)NC(=O)N(c3ccc4c(c3)OCO4)C2=O)c(C)n1-c1ccccc1	-7%
Cc1ccccc1OCC(=O)OC(C)CN1CCN(C)CC1 (stereo not drawn)	-6%
[O-]/C(=C(\C(=S)Nc1cccc2ccccc12)[n+]1ccccc1)c1ccc2c(c1)OCCO2	-1%
CCOC(=O)C1=C(O)C(Nc2nc3ccccc3s2)(C(F)(F)F)N=C1C (stereo not drawn)	7%
COc1ccc(-n2c(C)nc3cc(C(=O)NCCN4CCOCC4)ccc32)cc1	-11%
COc1ccc(C(=O)Nc2ccc(Cl)cc2C(=O)NCCN2CCOCC2)cc1	6%
Cc1ccc(-c2cc(-c3cccs3)[nH]n2)c(O)c1	2%
Cc1ccc(S(=O)(=O)c2cc(C#N)c(=O)[nH]c2N)cc1	-28%
O=C(c1ccccc1)N1CCN(C(=O)c2ccccc2Br)CC1	-6%
O=C(Nc1ccccc1C(=O)N/N=C/c1ccco1)c1ccccc1Cl	-8%
CCOC(=O)N1CCN(C(=O)Cn2c(=O)sc3ccccc32)CC1	0%
Cc1ccc(Oc2ccccc2/C=C2\SC(=O)N(C)C2=O)cc1	-4%
O=C(CSc1nnnn1-c1ccccc1)NC(=O)Nc1ccc2c(c1)OCCO2	7%
COc1ccc(NS(=O)(=O)c2cc(OC)ccc2NC(=O)c2cc(C)oc2C)cc1	3%
COc1ccc(Br)cc1/C=C/C(=O)Nc1ccc2ccccc2c1	2%
COc1cccc(CN2C(=O)CCC2(C)C(=O)NC2CCCCCC2)c1 (stereo not drawn)	-22%

(further entries)
SMILES	mouse EphA4 binding
O=C1c2ccccc2C(Nc2ccc(S(=O)(=O)N3CCCCC3)cc2)N1Cc1ccco1 (stereo not drawn)	-10%
CCc1c(O)nc2sc3ccccc3n2c1=O	-17%
COc1ccc2cc(/C=N/NC(=O)CSCc3ccc([N+](=O)[O-])cc3)c(Cl)nc2c1	-8%
Cc1cc(C=O)c(C)n1-c1ccc(NC2CCCCC2)c([N+](=O)[O-])c1	0%
CCc1nc(SCc2nc3ccccc3[nH]2)c2oc3ccccc3c2n1	13%
COc1c(Cl)cc(C(=O)Nc2ccc(-c3nc4ccccc4o3)c(O)c2)cc1Cl	-2%
CC12CN3CC(C)(CN(C1)C3c1ccc(Cl)cc1Cl)C2O (stereo not drawn)	-7%
O=C1Nc2ccc(F)cc2C12Nc1ccccc1-c1nnc(SCc3ccccc3Cl)nc1O2 (stereo not drawn)	3%
COC(=O)c1ccccc1NC(=O)CSc1ccccc1	3%
COc1cc(NC(=O)c2cc3n(n2)C(C(F)(F)F)CC(c2ccc(Br)cc2)N3)cc(OC)c1OC (stereo not drawn)	-6%
Cc1ccccc1S(=O)(=O)Nc1nc2ccccc2nc1NCCO	-10%
CC1(C)NC(=O)N(CC(O)COc2ccc(-c3ccc(C#N)cc3)cc2)C1=O (stereo not drawn)	-2%
COc1ccc(C2CC(=O)NC3=C2C(=O)CCC3)cc1Cl (stereo not drawn)	40%
Nc1ccc(C(=O)OCCCc2nc3ccccc3[nH]2)cc1	-1%
COCCCNC(=O)c1cc2c(=O)n(C)c3ccccc3c2n1C	1%
CC1=C(C)SC(=C(C#N)c2nnc(N3CCOCC3)n2-c2ccccc2)S1	6%
CCN1CCN(CCCNC(=O)Cn2cc3c(n2)CCCC3)CC1	0%
O=C(Nc1nc2c(s1)C(=O)CCC2)c1ccccc1	-19%
COc1ccccc1OC(C)C(=O)Nc1nc(-c2ccc(S(=O)(=O)N3CCOCC3)cc2)cs1 (stereo not drawn)	-7%
CC(=O)c1c(C)[nH]c(C(=O)OCC(=O)NCCc2ccc(Cl)cc2)c1C	-14%
NC1=NC(=O)/C(=C/c2ccccc2[N+](=O)[O-])S1	-7%
Cc1ccc2c(c1)N(CC(=O)N(Cc1ccc3c(c1)OCO3)CC1CCCO1)C(=O)C(C)O2 (stereo not drawn)	-6%
O=C1Nc2c(Br)cc(Br)cc2C1(O)N1CCOCC1 (stereo not drawn)	-20%
Cc1c(C(=O)Nc2ccc3c(c2)OCO3)sc2ncn(CC(=O)N3CC(C)CC(C)C3)c(=O)c12 (stereo not drawn)	-15%
Cc1ccc(NC(=O)C(=O)NC(C)C2COc3ccccc3O2)cc1 (stereo not drawn)	-32%

Further records
SMILES	mouse EphA4 binding
CCOc1ccc(Nc2nc(-c3cccnc3)cs2)cc1	14%
CC(C)NC(=O)C1CCN(Cc2cnn(-c3ccccc3)c2-n2cccc2)CC1	-6%
COc1cc(C2NC(=O)NC(C)=C2C(=O)OCc2ccc(C)cc2)cc(OC)c1O (stereo not drawn)	-8%
CC12C=CC3(CN(Cc4ccccc4)C(=O)C3C1C(=O)NC1CC1)O2 (stereo not drawn)	16%
COc1ccc(OC)c(NC(=O)CSc2nnc(Cc3cccn3C)n2CCc2ccccc2)c1	8%
CC1(C)CC(=O)C=C(Nc2cccc(O)c2)C1	-9%
Cc1onc(-c2c(Cl)cccc2Cl)c1C(=O)N1C(C)CCCC1C (stereo not drawn)	-10%
CC(C)c1cc(C(F)(F)F)n2nc(C(=O)Nc3ccc4c(c3)OCO4)cc2n1	-4%
O=C(c1ccco1)N1CCN(C/C=C/c2ccccc2)CC1	9%
CC1(C)N=C(c2cccs2)C(C)(C)N1O	2%
Cn1nnnc1SCCNCc1cccnc1	-4%
Cc1nn(Cc2c(Cl)cccc2Cl)c(C)c1NC(=O)c1cnn2c(C(F)F)cc(-c3ccccc3)nc12	-10%
COc1ccc(-n2c(C)cc(C(=O)NC3CCCCC3)c2C)cc1	7%
Cc1ccc(S(=O)(=O)N2CCC(C(=O)Nc3ccc4c(c3)OCO4)CC2)cc1	-6%
CONC(=O)c1cc(OCC(F)(F)F)ccc1OCC(F)(F)F	-12%
O=C(O)c1ccc(NC(=O)c2ccc(Cl)c([N+](=O)[O-])c2)cc1	-14%
N#Cc1cccc(NC(=O)CC2CCCCC2)c1	-5%
COc1ccc(S(=O)(=O)N(CCc2ccccc2)CC(=O)Nc2ccccc2F)cc1	-3%
CCOC(=O)C1CCN(c2ncnc3c2oc2ccc(Cl)cc23)CC1	-24%
O=C(Nc1ccccc1)c1ccccc1NC(=O)C1CCCCC1	-6%
CCCN(CCC)CCNc1c(NC2CCN(C(=O)OCC)CC2)c(=O)c1=O	-17%
Cc1nnsc1C(=O)NC(C)C12CC3CC(CC(C3)C1)C2 (stereo not drawn)	-4%
COc1ccc(/C=C/C(=O)c2ccc(Cl)s2)cc1O	-3%
COc1ccc(C(=O)N2CCC(c3ccccc3)C2)cc1 (stereo not drawn)	7%
CC1(C)CC(O)C(CCC(O)c2ccccc2)C(C)(C)N1 (stereo not drawn)	-5%
COc1ccc2c(c1)OC(O)(C(F)(F)F)CC2=O (stereo not drawn)	2%
O=C(/C=C/c1ccc(OCCCF)cc1)NCc1ccc(Cl)c(Cl)c1	3%
